# Bioassay records as filed in PubChem.
# PMI inhibition: MPI inhibition at elevated mannose 6-phosphate – biochemical, fluorescence intensity, high mannose 6-phosphate, primary screen (AID 1220); recombinant PMI enzyme, coupled fluorescence intensity; higher % means a stronger effect; inhibition, % at 20 µM; hits with a dose series show IC50 in µM; 190,000 compounds, 0.66% hits
# human PMI inhibition: inhibitors of human PMI, primary screen, biochemical, fluorescence intensity, coupled assay (AID 1209); purified PMI enzyme, coupled fluorescence intensity; higher % means a stronger effect; one-dose inhibition, % at 20 µM; IC50 in µM for titrated hits; 190,000 compounds, 0.42% hits;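 also: plate controls were DMSO vehicle for no effect and wells lacking substrate for full effect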
# RSV CPE inhibition: RSV antiviral activity via CPE protection, HEp-2 cells, primary 10 µM value included (AID 2391). HEp-2 cells, RSV-induced CPE inhibition; higher % means a stronger effect. CPE inhibition, % at 10 µM; hits with a dose series show IC50 in µM. 310,000 compounds, 0.13% hits; in the data active = a potency from the dose series; inconclusive = CPE inhibition mostly from about 23% at the one dose, without a potency; inactive = the rest, 99 in 100 with CPE inhibition below about 21%; also: strong numbers were not always called active
# TNAP activation fold: human TNAP enzyme activators, primary screen, biochemical, luminescent, no phosphate acceptor, uHTS (AID 1001). one-dose activation fold at 20 µM; EC50 in µM for titrated hits. purified TNAP, luminescent activation assay, no phosphate acceptor; higher activation fold means a stronger effect. 200,000 compounds, 0.03% hits; in the data active = activation fold from about 3, or a potency from the dose series; inactive = the rest, 99 in 100 with activation fold below about 1.6; also: many of its hits are not listed in these tables
# Siah-1 displacement: blockers of Siah-1 interaction with plectin peptide – biochemical, fluorescence polarization, rhodamine-plectin, uHTS, primary screen (AID 1817); Siah-1 / rhodamine-plectin peptide fluorescence polarization; higher % means a stronger effect; one-dose displacement, % at 20 µM; IC50 in µM for titrated hits; 290,000 compounds, 0.02% hits;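 active = displacement of at least 50% at 20 µM, with a fluorescence ratio check between 0.3 and a set limit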;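 also: plate controls were Siah plus tracer with DMSO for no effect and tracer alone without Siah for full effect; strong numbers were not always called active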
# Myeloid diff MLP: myeloid differentiation induction; ER-HoxA9 myeloid progenitors, lysozyme-GFP differentiation, flow cytometry; calls only at 10 µM; 360,000 compounds, 1% hits;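 active = normalized GFP-positive differentiation at or above the plate's own cutoff, the solvent-only control mean plus 3 SD; inconclusive = no clear call, values can overlap the other calls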;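 also: cells exposed to compound for four days before flow analysis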
# WT yeast gro inh: growth inhibition of WT yeast, mitochondrial fusion screen; mitochondrial fusion phenotypic screen, WT strain; inhibition, % at 10 µM; 190,000 compounds, 2.1% hits; AID 1362; in the data active = inhibition above about 58%; tested in S. cerevisiae
# PhoP inhibition: PhoP-dependent GFP reporter repression – Salmonella Typhimurium, primary screen (AID 1863); S. Typhimurium PhoP-regulated promoter GFP reporter, 4 h; higher % means a stronger effect; inhibition, % at 50 µM, or IC50 in µM where a hit was titrated; 300,000 compounds, 0.16% hits;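 active = inhibition over 29.93%, a cutoff 3 SD above the screen mean, later confirmed by dose response; inconclusive = inhibition over 29.93% but no dose response follow-up; inactive = inhibition at most 29.93% or unconfirmed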;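 also: 0% = low Mg2+ inducing control and 100% = high Mg2+ repressing control; strong numbers were not always called active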
# XIAP displacement: small molecules displacing peptide from XIAP – biochemical, IAP family, fluorescence polarization (AID 1018) | XIAP BIR domain, fluorescence polarization peptide displacement; higher % means a stronger effect | one-dose displacement, % at 20 µM; IC50 in µM for titrated hits | 200,000 compounds, 0.007% hits; in the data active = displacement above about 50%; also: a part of the inactive calls stands beside numbers as strong as those of hits
# WT yeast gro inh mutant strain: further read-out of WT yeast gro inh, marked with its call; inhibition, %; mitochondrial fusion phenotypic screen, mutant strain inhibition
# Myeloid diff MLP GFP+ MAC1+ %: further read-out of Myeloid diff MLP, marked with its call; GFP+ MAC1+ double positive, %; measured here: differentiation confirmed by MAC1 staining
# An asterisk follows results filed as active; i = inactive; ? = inconclusive; / = not tested or not shown. Rule as the data show it, unless noted: active = inhibition above about 50%; inactive = the rest. Random draw from the library, and some 3.1% of all compounds hit somewhere here.
no.	molecule	PMI inhibition	human PMI inhibition	RSV CPE inhibition	TNAP activation fold	Siah-1 displacement	Myeloid diff MLP	Myeloid diff MLP GFP+ MAC1+ %	WT yeast gro inh	WT yeast gro inh mutant strain	PhoP inhibition	XIAP displacement
1	Nc1ccc(N=Nc2ccc(N)cc2)cc1	-9%	-9%	-2.3%	0.8	-1%	i	1.3	-1	-6	20%	-4.2%
2	CCOc1ccc(CCNC(=O)c2oc3c(c2C)-c2[nH]ncc2CC3)cc1OCC	24%	19%	0.5%	1.1	3%	i	2.4	12	3	-7%	-0.8%
3	O=C(COC(=O)CN1C(=O)C2CCCCC2C1=O)Nc1ccc(S(=O)(=O)N2CCOCC2)cc1 (stereo not given)	1%	11%	0.1%	1.1	6%	i	0.2	-44	13	-7%	4.7%
4	CCCC(=O)NC(=S)Nc1ccc(N2CCOCC2)c(Cl)c1	8%	1%	2.1%	1.1	-3%	i	2.6	16	-2	6%	-0.1%
5	COCCCn1c(=S)[nH]c2sc3c(c2c1=O)CCCS3	3%	0%	2.1%	1.1	10%	i	0.5	6	15	2%	-4.9%
6	Cc1ccc(NC(=O)CCC(=O)N2CCC(C)CC2)c([N+](=O)[O-])c1	/	/	5.4%	/	10%	?	/	/	/	4%	/
7	CCOC(=O)N1CCC(N2CCN(S(=O)(=O)c3ccc(OC)cc3)CC2)CC1	/	/	0.3%	1.1	2%	i	3.0	7	-16	7%	-4.8%
8	CC(=O)c1cccc(NC(=S)NC(=O)Cc2ccc(Cl)cc2)c1	/	/	0.6%	/	2%	i	0.2	/	/	6%	/
9	Cc1cc(NC(=O)c2ccc(C)s2)n(-c2nc3ccccc3[nH]2)n1	2%	4%	2.8%	1	2%	i	0.5	11	4	17%	-6.9%
10	Nn1c(SCc2cccc3ccccc23)nnc1-c1ccco1	13%	2%	0.3%	1.1	-1%	i	2.1	-32	-9	10%	-2.0%
11	O=C(N=C1SC2CS(=O)(=O)CC2N1c1ccccc1C(F)(F)F)C1CCCO1 (stereo not given)	/	/	1.4%	/	0%	i	1.2	/	/	3%	/
12	CCO/N=C(/C)c1c(O)cc(-c2ccccc2)n(-c2ccccc2)c1=O	7%	2%	0.8%	1.1	-5%	i	0.7	-12	0	-10%	0.8%
13	COc1cc(O)c(NC(C)=O)c2nonc12	62%*	65%*	-0.1%	1.1	1%	i	7.2	10	-8	/	-3.9%
14	COc1ccc(NC(=O)[C@H](C)NC(=O)C2CCN(S(=O)(=O)c3ccc(C)cc3)CC2)cc1	/	/	1.7%	/	4%	i	3.5	/	/	-4%	/
15	COc1ccc(CCNC(=O)[C@@H](NC(N)=O)C(C)C)cc1	1%	-1%	0.0%	1.1	0%	i	0.1	-4	-24	-6%	-5.7%
16	COc1ccc(NC(=O)CSc2ccc(-c3cccnc3)nn2)cc1	/	/	1.5%	/	0%	i	1.0	/	/	-6%	/
17	CC(=O)OCn1ncc(N2CCOCC2)c(Br)c1=O	/	/	0.2%	/	1%	i	0.4	/	/	18%	/
18	O=C(NC(=S)N1CCCCCC1)c1ccccc1	/	/	1.2%	/	1%	i	0.9	/	/	-6%	/
19	COC(=O)c1cc(CNC(=O)C(C)NS(=O)(=O)c2ccc(C)c(C)c2)ccc1OC (stereo not given)	/	/	1.2%	/	-2%	i	1.1	/	/	-6%	/
20	COc1ccc(Cl)cc1NC(=S)NCc1cccs1	-7%	-8%	0.3%	1.1	-4%	i	0.7	4	-12	-4%	-10%
21	COc1ccc(C(=O)Nn2c(C)ccc2C)cc1OC	5%	8%	2.0%	1.2	3%	i	1.0	25	21	-5%	1.0%
22	COc1ccc(CNC(=O)CN2C(=O)NC(C)(c3cccc4ccccc34)C2=O)cc1OC (stereo not given)	/	/	1.3%	/	1%	i	1.2	/	/	-10%	/
23	COc1ccccc1CNS(=O)(=O)c1cccc(S(=O)(=O)N2CCOCC2)c1	8%	4%	0.5%	0.9	4%	i	0.3	-2	-16	-11%	-10%
24	O=C(c1ccncc1)c1ccc(NC(=O)c2cccs2)cc1	-2%	-1%	12%	1.1	0%	i	0.2	11	-11	6%	-3.3%
25	CCCOc1ccc(N2CC(C(=O)Nc3ccccc3OC)CC2=O)cc1 (stereo not given)	13%	12%	0.9%	1	4%	i	1.5	18	-9	2%	-4.6%

# Some of the entries above, reformatted:
# Results follow in this order: PMI inhibition, human PMI inhibition, RSV CPE inhibition, TNAP activation fold, Siah-1 displacement, Myeloid diff MLP, Myeloid diff MLP GFP+ MAC1+ %, WT yeast gro inh, WT yeast gro inh mutant strain, PhoP inhibition, XIAP displacement
14) COc1ccc(NC(=O)[C@H](C)NC(=O)C2CCN(S(=O)(=O)c3ccc(C)cc3)CC2)cc1
  /, /, 1.7%, /, 4%, i, 3.5, /, /, -4%, /
15) COc1ccc(CCNC(=O)[C@@H](NC(N)=O)C(C)C)cc1
  1%, -1%, 0.0%, 1.1, 0%, i, 0.1, -4, -24, -6%, -5.7%
16) COc1ccc(NC(=O)CSc2ccc(-c3cccnc3)nn2)cc1
  /, /, 1.5%, /, 0%, i, 1.0, /, /, -6%, /
17) CC(=O)OCn1ncc(N2CCOCC2)c(Br)c1=O
  /, /, 0.2%, /, 1%, i, 0.4, /, /, 18%, /
18) O=C(NC(=S)N1CCCCCC1)c1ccccc1
  /, /, 1.2%, /, 1%, i, 0.9, /, /, -6%, /
19) COC(=O)c1cc(CNC(=O)C(C)NS(=O)(=O)c2ccc(C)c(C)c2)ccc1OC (stereo not given)
  /, /, 1.2%, /, -2%, i, 1.1, /, /, -6%, /
20) COc1ccc(Cl)cc1NC(=S)NCc1cccs1
  -7%, -8%, 0.3%, 1.1, -4%, i, 0.7, 4, -12, -4%, -10%
21) COc1ccc(C(=O)Nn2c(C)ccc2C)cc1OC
  5%, 8%, 2.0%, 1.2, 3%, i, 1.0, 25, 21, -5%, 1.0%
22) COc1ccc(CNC(=O)CN2C(=O)NC(C)(c3cccc4ccccc34)C2=O)cc1OC (stereo not given)
  /, /, 1.3%, /, 1%, i, 1.2, /, /, -10%, /

# Going on with the list.
no.	molecule	PMI inhibition	human PMI inhibition	RSV CPE inhibition	TNAP activation fold	Siah-1 displacement	Myeloid diff MLP	Myeloid diff MLP GFP+ MAC1+ %	WT yeast gro inh	WT yeast gro inh mutant strain	PhoP inhibition	XIAP displacement
26	CC(C)(C)C1=NN=C2c3ccccc3C(=O)C21 (stereo not given)	/	/	11%	/	-1%	i	0.6	/	/	-9%	/
27	CC1=C(C)CC(C(=O)Nc2ccc3c(c2)OCO3)C(C(=O)O)C1 (stereo not given)	32%	6%	-1.5%	1.1	-5%	i	0.0	-2	3	3%	-0.6%
28	Cc1ccc(NC(=O)CN2CCC(NC(=O)c3cccc(F)c3)CC2)cc1C	/	/	7.0%	/	0%	i	0.3	/	/	5%	/
29	CCn1ncc(/C=N\NC(=O)c2cc(-c3ccc(C)cc3C)nc3ccccc23)c1C	5%	6%	1.2%	1	6%	i	1.8	16	-42	4%	-5.4%
30	CCCCCc1nc2sc3c(c2c(=O)n1N)CCC3	-6%	-6%	0.4%	1.1	6%	i	0.8	2	-7	-3%	-5.0%
31	COc1cccc(OCCNc2cc(Cl)ccc2[N+](=O)[O-])c1	15%	12%	5.9%	1	-1%	i	8.0	47	10	7%	0.5%
32	CC1CN(Cc2cc(=O)[nH]c(C3CC3)n2)CC(C)O1 (stereo not given)	-1%	-2%	2.2%	1	-5%	i	1.1	-3	2	24%	-5.7%
33	O=C(/C=C/c1cc2c(cc1Br)OCO2)NCc1ccc(F)cc1	1%	0%	1.0%	1	3%	i	2.2	-5	-1	-7%	-7.7%
34	Cn1cccc1/C=N/n1c(-c2ccccc2)n[nH]c1=S	3%	7%	1.6%	1	4%	i	1.8	-9	-3	20%	-5.3%
35	CC(SCc1ccccc1)C(=O)Nc1ccc(F)cc1 (stereo not given)	3%	3%	7.9%	1.1	-2%	i	0.5	11	14	0%	1.8%
36	O=c1c(-c2ccccc2)cnc2n1CCS2	-4%	-2%	-0.1%	1.1	3%	i	0.4	12	5	-3%	-1.5%
37	CC(=O)c1cc(C#N)c(Oc2cccc(C(F)(F)F)c2)nc1C	1%	6%	2.1%	1	-2%	i	0.9	15	11	-2%	-1.7%
38	N#CCCn1cc(C(=O)O)c(-c2cccs2)n1	-20%	-20%	0.7%	1.1	7%	i	0.1	6	10	13%	-1.3%
39	COC(=O)[C@H]1C[C@@H]1[C@H](NC(=O)c1cc(C)on1)c1ccccc1	1%	5%	0.0%	1.1	-10%	i	0.3	-14	-6	2%	-4.1%
40	C=CCNC(=O)CN1CCC(O)(c2ccc(F)cc2)CC1	4%	8%	-1.5%	1.1	2%	i	2.5	2	6	-3%	-6.0%
41	O=C(CSc1nc(-c2ccccc2)nn1C(=O)c1ccccc1)Nc1cccc([N+](=O)[O-])c1	8%	11%	5.0%	0.5	-4%	i	0.7	20	20	-5%	-11%
42	CN(C)NC(=S)Nc1ccc2nc(-c3ccccn3)c(-c3ccccn3)nc2c1	-39%	-8%	1.4%	1.1	0%	i	0.4	-5	4	-4%	-0.1%
43	Clc1cc(NCc2cccs2)ccc1N1CCOCC1	24%	27%	6.2%	1.1	6%	i	2.0	13	11	13%	1.4%
44	COc1ccc(N(CC(=O)Nc2ccc(S(=O)(=O)N3CCCCC3)cc2)S(C)(=O)=O)cc1OC	12%	4%	3.3%	0.9	1%	i	2.7	-23	8	3%	-5.9%
45	COc1ccccc1NC(=O)CCc1nnc2ccc(N3CCCCC3)nn12	/	/	1.2%	/	-2%	i	0.5	/	/	-1%	/
46	COc1ccc(OC)c(NC(=O)Cn2cnc3c(cnn3-c3ccccc3)c2=O)c1	-6%	-5%	0.7%	1	11%	i	2.0	7	-5	5%	-6.2%
47	Cc1cc(N2CCN(S(=O)(=O)c3ccccc3)CC2)c2ccccc2n1	4%	5%	15%	1.1	0%	i	6.3	10	19	-12%	-5.7%
48	COc1cccc2c(Nc3ccccc3C)cc(C)nc12	/	/	20%	/	10%	i	0.2	/	/	-1%	/
49	COc1cc([N+](=O)[O-])ccc1NC(=S)Nc1cccc(C(=O)O)c1	12%	4%	1.5%	1	-3%	i	0.1	-11	5	-6%	-1.9%
50	CCn1c(COc2ccc(Cl)c(C)c2)nnc1SCC(=O)N1CCCC1	43%	23%	-0.1%	1.1	0%	i	1.1	6	9	-8%	-2.5%

# Additional entries:
no.	molecule	PMI inhibition	human PMI inhibition	RSV CPE inhibition	TNAP activation fold	Siah-1 displacement	Myeloid diff MLP	Myeloid diff MLP GFP+ MAC1+ %	WT yeast gro inh	WT yeast gro inh mutant strain	PhoP inhibition	XIAP displacement
51	Cn1c(CC(=O)c2ccc(Br)cc2)[n+](C)c2ccccc21	-11%	-20%	0.2%	1	3%	i	0.5	-10	12	-1%	-2.9%
52	CCCCOc1ccc(Cl)cc1CSc1n[nH]c(C)n1	3%	5%	-1.3%	1	3%	i	6.3	55	37	22%	-1.1%
53	COc1ccc(-n2nnc3c(=O)n(CC(=O)NCC4CCCO4)cnc32)cc1 (stereo not given)	-14%	-1%	/	1.1	0%	i	1.5	7	-1	2%	-7.7%
54	Oc1[nH]c2ccccc2c1C=Nc1ccccc1	/	/	-0.4%	/	4%	i	2.9	/	/	-12%	/
